# AMA1-RON2 inh – inhibitors of Plasmodium falciparum AMA1-RON2 interaction | actives 0.2% (n = 360,000) | AID 720542 | Potency, µM (highest dose often 58.2 µM), for inactives: top-dose activity change, negative = inhibition, most hits filed as inhibitors | AlphaScreen AMA1-biotinylated RON2 peptide binding; active = well fitted inhibition curve with a large enough effect; inconclusive = small, poorly fitted or top-dose-only effect; inactive = no such curve, though single readings can be large or run the other way;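 note: potency is the fitted concentration of half-maximal effect; 0% = vehicle wells and -100% = peptide control; nearly all actives have a fitted effect of over 45% in size; some results filed as inactive show a strong effect at the top dose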
#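 AMA1 (3D7) with his tag at 25 nM final met compounds first, then biotinylated RON2 peptide at 25 nM; detection used donor plus acceptor beads, 10 µg/mL apiece, read by AlphaScreen after 30 min at room temperature.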
# HCMV inh – human cytomegalovirus inhibition; HFF cells, HCMV-luciferase reporter, 72 h; stronger effect = lower value; activity change, negative = inhibition, % at 57.5 µM; actives 4.5% (n = 410,000); AID 1259415; in the data active = activity change below about -60%; inconclusive = no clear call, values can overlap the other calls; inactive = above about -39%
#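 Cell-based, HFFs, 1000 cells/well, 16 h 37C; cpds in DMSO + HCMV-luc, MOI 1 PFU/cell; 72 h 37C; OneGlo luminescence after 5 min RT; norm. to buffer vs Salinomycin 10uM.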
# The depositor's hits bear a star; ? = inconclusive; [ ] = dose if it differs, or a comment. Unless noted, % is set by controls: 0 for no effect and ±100 for the full control effect.
SMILES | AMA1-RON2 inh | HCMV inh
CCCNC(=O)C1(C)CCN(C(=O)c2ccccc2OC(F)(F)F)C1 (stereo unspecified) | -2% | 12
Cc1cccc(C)c1NC(=O)C(c1ccccc1F)n1c(=O)c(-c2cc3ccccc3[nH]2)nc2ccccc21 (stereo unspecified) | 50%[activator] | -2
CN(C)c1ncnc2c1ncn2[C@H]1CN(Cc2ccc(Cl)cc2)C[C@@H](CO)O1 | -6% | -1
CCCc1c(C(=O)N/N=C(\C)c2ccccc2O)nnn1-c1nonc1N | 58%[activator] | -36
CC(C)CCN1C(=O)CSCC1(C)C(=O)Nc1ccc2c(c1)OCCO2 (stereo unspecified) | -5% | 18
CCOC1=C2CN(S(=O)(=O)c3ccc(C)cc3)[C@H](c3ccccc3)C[C@H]2[C@H]2C(=O)N(c3ccccc3)C(=O)[C@H]2C1 | -3% | 12
CC1CC(C)CN(S(=O)(=O)c2ccc(C(=O)OCC(=O)Nc3ccccc3)cc2)C1 (stereo unspecified) | -12% | -2
CC1(C(=O)Nc2ccc(Cl)c(Cl)c2)CCN1C(=O)CC(c1ccccc1)c1ccccc1 (stereo unspecified) | -6% | -6
CCc1ccc(OC2(C)CCN(Cc3ccc(SC)cc3)C2)cc1 (stereo unspecified) | -15% | -6
S=C(NCCc1ccccc1)N1Cc2cc(-c3ccccc3)ccc2-n2nncc2C1 | -5% | -20
CN(CC(=O)NC(=O)NC1CCCCC1)CC(=O)Nc1ccccc1C(F)(F)F | 148%[activator] | -7
COc1ccc(C(O)c2nc(-c3cccs3)cs2)cc1 (stereo unspecified) | -6% | -22
COc1ccc(NC(=O)C(c2cc3ccccc3o2)n2c(=O)c(-c3cc4ccccc4[nH]3)nc3ccccc32)cc1 (stereo unspecified) | 43%[activator] | 141
CN1C[C@@H](CO)O[C@@H](n2cnc3c(N4CCOCC4)ncnc32)C1 | 4% | 14
CCc1nc2ccc(C(=O)NCc3ccc4c(c3)OCO4)cn2c1N(C)C(=O)Cc1ccccc1 | -2% | -4
Cn1nc(-c2ccccc2)cc1NC(=O)[C@@H]1O[C@H](CO)[C@H](O)[C@H](O)[C@H]1O | 15% | -11
COc1ccc(NC(=O)C2Cc3c(-c4cccc(C(N)=O)c4)ccnc3O2)cc1OC (stereo unspecified) | -10% | 50
CCOC(=O)C1CCCN(C(=O)c2c(-c3ccccc3)noc2C)CC1 (stereo unspecified) | -1% | 22
Nc1sc(-c2ccccc2)cc1C(=O)N1CCN(c2ccccc2)CC1 | ? | -38
COCCNC(=O)C1(C)CCN(C(=O)c2cccnc2Oc2ccccc2)C1 (stereo unspecified) | -2% | -1
O=C(C[C@H]1CC[C@@H](NC(=O)Nc2ccc3c(c2)OCO3)[C@@H](CO)O1)NCc1ccccc1 | -7% | ?
CCc1nc2ccc(C(=O)NCCOc3ccc(OC)cc3)cn2c1N(C)C(=O)COc1ccccc1 | -9% | 17
CCN(CC)C(=O)c1cccc(-c2csc(C(C)(O)c3ccncc3)n2)c1 (stereo unspecified) | -2% | -32
C[C@@H]1CN([C@@H](C)CO)C(=O)CCCn2cc(nn2)CO[C@H]1CN(C)C(=O)Oc1cccc2ccccc12 | -6% | 31
COc1cccc(C(=O)N2CCC[C@H]2C(=O)N2CCC[C@H]2C(=O)N[C@@H](C)c2ccccc2)c1 | 4% | -8

# Whole records as entered above.
# CC(C)CCN1C(=O)CSCC1(C)C(=O)Nc1ccc2c(c1)OCCO2 (stereo unspecified) is listed as AMA1-RON2 inh: -5%; HCMV inh: 18
# COc1cccc(C(=O)N2CCC[C@H]2C(=O)N2CCC[C@H]2C(=O)N[C@@H](C)c2ccccc2)c1 is listed as AMA1-RON2 inh: 4%; HCMV inh: -8
# CCOC1=C2CN(S(=O)(=O)c3ccc(C)cc3)[C@H](c3ccccc3)C[C@H]2[C@H]2C(=O)N(c3ccccc3)C(=O)[C@H]2C1 is listed as AMA1-RON2 inh: -3%; HCMV inh: 12

# Carrying on.
SMILES | AMA1-RON2 inh | HCMV inh
CC(=O)Nc1cc(-c2cccc(CO)c2)cn2c(-c3ccc(C(C)=O)cc3)cnc12 | 9% | 2
COc1ccc(S(=O)(=O)NC(=O)C2(C)CCN2C(=O)C2(c3ccc(Cl)cc3)CCC2)cc1 (stereo unspecified) | -6% | 11
C[C@@H]1CN([C@H](C)CO)C(=O)c2c(c3ccccc3n2C)-c2ccccc2CO[C@H]1CN(C)Cc1ccc2c(c1)OCCN2C | 3% | 8
CCCC(=O)N1CCC1(C)C(=O)Nc1ccc(C)cc1 (stereo unspecified) | 0% | 5
Cc1ccc(NC(=S)NNC(=S)NNc2ccccc2)cc1C | 19% | -32
O=C(Cc1cccc([N+](=O)[O-])c1)Nc1ccccc1 | 4% | -21
CC(=O)Nc1cccc(-c2ccnc3c2CC(C)(C(=O)Nc2ccc4c(c2)OCO4)O3)c1 (stereo unspecified) | -1% | -79*
OC(c1cccc(CN2CCCCC2)c1)c1ncc(-c2ccccc2Cl)[nH]1 (stereo unspecified) | 5% | -27
c1ccc(COc2cccc(-c3cc4nc(NCCN5CCOCC5)ccn4n3)c2)cc1 | -2% | 0
CCOC(=O)C1CCCN(C(=O)Cc2ccc(OC)c(OC)c2)CC1 (stereo unspecified) | -3% | -13
Cc1ccc(NC(=O)COC(=O)CCc2c[nH]c3ccccc23)cc1 | -14% | 0
O=CNc1cc(-c2ccoc2)cn2c(-c3ccc(F)cc3)cnc12 | 60%[activator] | 5
O=S1(=O)N[C@H](Cc2ccccc2)COc2cc(N3CCN(Cc4ccccc4F)CC3)ccc21 | 1% | -11
COc1ccc(C)cc1S(=O)(=O)NCc1ccccn1 | 30%[activator] | 33
O=S(=O)(c1cccs1)N1CCCCC1 | -8% | 9
CC1(C(=O)NS(=O)(=O)c2cccc(Cl)c2)CCN1C(=O)Cc1ccccc1 (stereo unspecified) | 22% | -1
CCOC(=O)C1=CCN(S(=O)(=O)c2cccc(Cl)c2)C1c1cccc(C)c1 (stereo unspecified) | 19% | -24
Cc1ccnc(NS(=O)(=O)c2ccc(NC(=O)c3cccc(Cl)c3)cc2)n1 | -6% | 2
C#Cc1ccc(NC(=O)C2(C)CCN2C(=O)Cc2ccc(-c3ccccc3)cc2)cc1 (stereo unspecified) | -6% | -83*
OC[C@@H]1CN(Cc2ccc(F)cc2)C[C@H](n2cnc3c(NC4CC4)ncnc32)O1 | 0% | -23
C[C@@H]1COc2cccc(N3CCSCC3)c2S(=O)(=O)N1 | 1% | 9
COC(=O)[C@]12CCCCC=C1N(CCC1=CCCCC1)C(=O)[C@H](CC(=O)N1CCCCC1)C2 | -6% | -19
CC(C)(CO)CN1CCC(n2nccc2NC(=O)C2CCOC2)CC1 (stereo unspecified) | 13% | -14
COc1ccc(-c2ccc3nccn3c2)cc1 | 4% | 39
COc1ccc(CNC(=O)COC(=O)c2c(NC(C)=O)sc(C)c2C)cc1OC | -11% | 4

# Pulled by structure from the entries so far, 3 records:
SMILES | AMA1-RON2 inh | HCMV inh
O=C(Cc1cccc([N+](=O)[O-])c1)Nc1ccccc1 | 4% | -21
C[C@@H]1COc2cccc(N3CCSCC3)c2S(=O)(=O)N1 | 1% | 9
OC[C@@H]1CN(Cc2ccc(F)cc2)C[C@H](n2cnc3c(NC4CC4)ncnc32)O1 | 0% | -23

# Further structures follow.
SMILES | AMA1-RON2 inh | HCMV inh
CCCCN1C(=O)C(CC(=O)NCCCCc2ccccc2)CC(C(=O)N2CCCCCC2)=C1C (stereo unspecified) | -2% | -14
COc1cccc(-c2cc(NC=O)c3ncc(-c4ccc(OC)c(OC)c4)n3c2)c1 | 16% | 221
CSc1ccccc1-c1ccc2nccn2c1 | -7% | -30
COc1ccc(CN2C(=O)CN(S(C)(=O)=O)CC2(C)C(=O)NCc2ccccc2)cc1OC (stereo unspecified) | 4% | 9
C[C@@H]1CN([C@@H](C)CO)C(=O)CCCn2nncc2CO[C@H]1CN(C)S(=O)(=O)c1ccc(C#N)cc1 | 14% | -20
O=C(Cn1sc2ccccc2c1=O)Nc1ccc(Cl)cc1 | -7% | -9
COC(=O)C[C@@H]1C[C@@H]2c3cc(NS(=O)(=O)c4ccc(F)cc4)ccc3O[C@@H]2[C@@H](CO)O1 | -4% | -17
O=c1[nH]c2ccccc2n1C1CCN(C(c2nnnn2C2CCCC2)C2CC2)CC1 (stereo unspecified) | -8% | -13
Cc1ccc2nc(-c3ccc(F)cc3)c(Cc3cccc(Cl)c3)n2c1 | -1% | 17
CCCCN(CCCNC(=O)c1ccc2c(c1)NC(=O)CN2C)c1ccccc1 | -20% | -98*
Cc1cc(C)cc(C(O)c2ncc(-c3cccc(C(F)(F)F)c3)[nH]2)c1 (stereo unspecified) | 4% | -33
CC(O)(c1cccnc1)c1nc(-c2ccoc2)cs1 (stereo unspecified) | -10% | -2
CN1CCCC1=Nc1ccccc1 | 1% | -19
Cc1cn([C@H]2C[C@H](O)[C@@H](CNCc3ccc(Oc4cc(-n5cccn5)ncn4)cc3)O2)c(=O)[nH]c1=O | 2% | 8
COc1ccc(C(C#N)=C2C=C(Cl)C(=NO)C=C2Cl)cc1 | 22µM* | -28
CSCC[C@@H](CO)NC(=O)[C@H]1O[C@@H](n2ccc(=O)[nH]c2=O)[C@H](O)[C@@H]1O | 15% | 11
CN(C)c1ccc(CC(=O)N2CCCCC2c2cc(C(=O)Nc3ccccc3Cl)no2)cc1 (stereo unspecified) | ? | -37
COCC(=O)N1CCCC(C)(C(=O)Nc2cccc(Oc3ccccc3)c2)C1 (stereo unspecified) | 2% | 7
CNc1ccc2ncc(-c3ccccc3C(C)=O)n2n1 | 3% | 2
C[C@@H]1CN([C@H](C)CO)C(=O)c2cc(Br)cnc2O[C@H]1CN(C)Cc1cccnc1 | 5% | 6
CN1CCC(NC(=O)C2(C)CCN2Cc2ccc3ccccc3c2)CC1 (stereo unspecified) | 7% | 7
O=C(C[C@@H]1C[C@@H]2c3cc(NS(=O)(=O)c4ccc(F)cc4)ccc3O[C@@H]2[C@@H](CO)O1)NC1CCCCC1 | 14% | 17
CC1OC(=O)c2cc3ccccc3nc21 (stereo unspecified) | -3% | 4
S=C(NCCc1ccccc1)N1CCC2CC1c1cc(-c3ccc4c(c3)OCO4)ccc12 (stereo unspecified) | -14% | -75*
CCCN(CCC)Cc1cc(=O)oc2cc(C)ccc12 | 1% | -3

# The list goes on.
SMILES | AMA1-RON2 inh | HCMV inh
O=C1NC[C@H](Cc2ccccc2)N(C[C@@H]2CCCN2C[C@H](Cc2ccc(O)cc2)N2C[C@H](Cc3ccccc3)N(CCc3ccccc3)C(=O)C2=O)C1=O | -11% | ?
C[C@@H]1CN([C@H](C)CO)C(=O)CCCn2nncc2CO[C@H]1CN(C)C | 0% | 6
Cc1noc(C)c1C(=O)N1CCC1(C)C(=O)NS(=O)(=O)c1cccc(OC(F)F)c1 (stereo unspecified) | 0% | 10
COc1cccc(C(O)c2ncc(-c3ccc(Cl)cc3)[nH]2)c1 (stereo unspecified) | 6% | 16
CN1OC[C@@H]2CN(Cc3ccccc3)[C@H](c3ccc(-n4ccnc4)cc3)C[C@@H]21 | 0% | 11
CCC(=O)N1CCCC(C)(C(=O)Nc2nccc3cccnc23)C1 (stereo unspecified) | 7% | 5
CN1CCN(C(=O)C2=NOC3(C2)C(=O)Nc2ccccc23)CC1 (stereo unspecified) | 0% | 6
CC1(c2ccc(Cl)cc2Cl)NC(=O)N(CC(=O)NCCC2=CCCCC2)C1=O (stereo unspecified) | 0% | 16
C[C@H]1CN([C@@H](C)CO)C(=O)CCCn2cc(nn2)CO[C@@H]1CN(C)C(=O)Nc1cccc(F)c1 | 14% | -3
N#CC(Cc1cccs1)c1nc2ccccc2[nH]1 (stereo unspecified) | 18% | 8
COc1ccc(OCC(=O)N2CCc3ccccc32)c([N+](=O)[O-])c1 | -12% | 29
Cc1ccc(S(=O)(=O)N2C[C@@]3(O)Cn4c(=O)ccc(=O)n4C[C@@]3(OC(=O)NCC3CCCCC3)C2)cc1 | 5% | 62
Cc1cccc(C)c1OCC(=O)Nc1cccc(S(=O)(=O)N2CCCCCC2)c1 | 0% | 18
COC(=O)c1ccc(N2C(c3cc(OC)cc(OC)c3)=Cc3ccc(OC)cc3C2CC(=O)c2ccco2)cc1 (stereo unspecified) | -12% | 24
Cc1ccc2nc(-c3cccc(Br)c3)c(Cc3ccccn3)n2c1 | 29% | 37
CCOc1ccccc1Nc1cc(C)nc2ccccc12 | 0% | -62*
CC1(C(=O)NS(=O)(=O)c2ccccc2Cl)CCN1C(=O)Cc1cccs1 (stereo unspecified) | 1% | -37
OCc1cccc(-c2csc(C(O)(c3ccccc3)C(F)(F)F)n2)c1 (stereo unspecified) | -6% | -20
COc1cccc(CN(C)C(=O)CC[C@H]2O[C@@H](n3cnc4c(NC(=O)c5ccccc5)ncnc43)[C@H](O)[C@@H]2O)c1 | -3% | 10
CCOC(=O)C1=CCN(S(=O)(=O)c2ccc(F)cc2)C1c1ccc(Br)cc1 (stereo unspecified) | -3% | -14
Cn1nc(C(C)(C)C)cc1N1C(=O)CCC1(C)C(=O)Nc1ccc2c(c1)OCCO2 (stereo unspecified) | 14% | 16
O=S1(=O)CC(N2CC=CC2)CN1Cc1cn(Cc2ccc(F)cc2)nn1 (stereo unspecified) | 1% | 7

# An excerpt. The share of hits here may be higher or lower than overall.
